GoLoco inh red: blocks human Gai1 binding to RGS12 GoLoco peptide, red readout; P63096; Gai1:RGS12 GoLoco peptide FP, rhodamine, 10 min; Potency, µM (top dose mostly 61.6 µM), without a hit: at the highest dose activity, negative = inhibition, hits mostly inhibitors; actives 0.44% (n = 230,000); active = well fitted inhibition curve with a large enough effect, not every such curve was filed as active; inactive = no such curve, though single readings can be large or run the other way; note: nearly all actives have a fitted effect of over 30% in size; many of its hits are not listed in these tables
JMJD2E inh: inhibitors of human JMJD2E histone demethylase; Potency, µM (doses to about 57.1 µM), without a hit: at the highest dose activity change, negative = inhibition, actives largely listed as inhibitors; JMJD2E catalytic domain, FDH-coupled NADH fluorescence (FDH is formaldehyde dehydrogenase); AID 2147; B2RXH2; actives 1.6% (n = 230,000); active = well fitted inhibition curve with a large enough effect, not every such curve was filed as active; inconclusive = small, poorly fitted or top-dose-only effect, or another doubt; inactive = no such curve, though single readings can be large or run the other way;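 note: 0% = wells with enzyme and -100% = buffer wells without enzyme; nearly all actives have a fitted effect of over 50% in size; many of its hits are not listed in these tables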
Tau fibril FP: tau fibrillization inhibition (FP). Potency, µM (doses to about 57.7 µM), inactives show at the top dose activity, negative = inhibition, hits mostly inhibitors. K18 P301L tau heparin fibrillization, Alexa594 FP, 6 h. actives 0.39% (n = 280,000). P10636; note: nearly all actives have a fitted effect of over 55% in size
Target sequence (P10636 561-689 P618L limits assumed): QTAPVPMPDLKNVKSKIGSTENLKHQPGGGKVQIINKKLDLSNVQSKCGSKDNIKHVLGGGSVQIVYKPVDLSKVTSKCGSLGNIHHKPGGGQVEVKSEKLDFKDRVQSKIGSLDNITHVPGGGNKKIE
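Compound effects on tau fibrillization are measured by Alexa 594 fluorescence polarization (ex 555, em 632 nm). K18 P301L tau is used at 15 uM with 0.24 uM labeled tracer, and 20 uM heparin induces aggregation over 6 hr at 37 C.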
RECQ1 inh: RECQ1 (human) helicase inhibition | RECQ1 DNA unwinding, red fluorescence kinetic read | Potency, µM (top dose mostly 57.3 µM), for the others: at the highest dose activity, negative = inhibition, actives largely listed as inhibitors | actives 0.54% (n = 240,000);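 note: plate controls were vehicle for no effect and no enzyme for full effect; nearly all actives have a fitted effect of over 30% in size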
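RECQ1T1 50 nM; forked duplex (20 bp + 30-nt ss tails) 200 nM, ATP 2 mM final; pH 8.0, 2 mM MgCl2, 2.5 ug/ml poly(dI-dC); 15 min compound preincubation; discontinuous kinetic read over 2 h at RT.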
L3MBTL1 inh: L3MBTL1 (human) inhibition | AlphaScreen L3MBTL1–H3K9me1 peptide binding | Q9Y468 | actives 0.66% (n = 230,000) | Potency, µM (titrated, usually from 57.1 µM), without a hit: top-dose activity, negative = inhibition, usual class: inhibitors; note: nearly all actives have a fitted effect of over 60% in size
Target sequence (Q9Y468 whole entry, looked up): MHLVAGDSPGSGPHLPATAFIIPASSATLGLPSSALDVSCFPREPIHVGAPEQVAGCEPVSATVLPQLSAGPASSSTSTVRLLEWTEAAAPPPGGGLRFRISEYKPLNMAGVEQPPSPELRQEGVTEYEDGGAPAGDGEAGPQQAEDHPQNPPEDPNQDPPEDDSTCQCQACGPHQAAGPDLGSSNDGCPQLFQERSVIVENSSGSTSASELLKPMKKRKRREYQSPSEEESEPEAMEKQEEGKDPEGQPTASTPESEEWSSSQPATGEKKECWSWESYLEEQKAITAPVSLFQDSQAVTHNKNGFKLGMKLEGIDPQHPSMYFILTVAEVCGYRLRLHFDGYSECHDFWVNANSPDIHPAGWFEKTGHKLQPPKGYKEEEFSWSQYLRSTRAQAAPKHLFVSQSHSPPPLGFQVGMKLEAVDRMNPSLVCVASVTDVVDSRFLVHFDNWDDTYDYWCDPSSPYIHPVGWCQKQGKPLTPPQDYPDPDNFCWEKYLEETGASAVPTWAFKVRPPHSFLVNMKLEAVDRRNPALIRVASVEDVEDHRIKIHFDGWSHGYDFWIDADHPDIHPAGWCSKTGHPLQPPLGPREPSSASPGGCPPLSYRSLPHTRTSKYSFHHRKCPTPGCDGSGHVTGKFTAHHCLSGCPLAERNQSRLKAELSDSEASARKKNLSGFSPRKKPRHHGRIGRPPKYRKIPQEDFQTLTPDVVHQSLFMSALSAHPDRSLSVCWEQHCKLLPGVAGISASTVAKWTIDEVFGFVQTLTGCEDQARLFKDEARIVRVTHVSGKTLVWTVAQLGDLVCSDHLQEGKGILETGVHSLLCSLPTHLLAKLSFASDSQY
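Read-out is AlphaScreen signal from streptavidin donor and nickel chelate acceptor beads (10 ug/mL final each) bridging L3MBTL1 (50 nM) and biotinylated K9-monomethylated H3(1-15) peptide (75 nM), after 30 min compound exposure at room temperature.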
Tau fibril ThT: tau fibrillization inhibition (ThT binding). P10636. recombinant tau K18 P301L (four-repeat tau fragment), heparin-induced fibrillization, ThT fluorescence. Potency, µM (series often up to 57.4 µM), without a hit: top-dose activity, negative = inhibition, usual class: inhibitors. actives 2.1% (n = 270,000); note: nearly all actives have a fitted effect of over 55% in size
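Tau K18 P301L fragment (15 uM unlabeled plus 0.24 uM Alexa 594-labeled) in 100 mM sodium acetate pH 7 with compound, fibrillization induced by 20 uM heparin for 6 hr at 37 C. Thioflavin T (30 uM) added, fluorescence read after 1 hr (ex 450, em 510 nm).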
TRb SRC2 PPI: disrupts binding of human TR beta to SRC2 | P10828 | TRbeta-SRC2 peptide binding, fluorescence polarization; receptor liganded with 1 µM T3 | Potency, µM (doses to about 106 µM), inactives show at the top dose activity change, negative = inhibition, actives largely listed as inhibitors | actives 0.065% (n = 280,000);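 note: plate controls were bound peptide for no effect and peptide without receptor for full effect; nearly all actives have a fitted effect of over 50% in size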
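Decrease in fluorescence polarization of 20 nM Texas Red SRC2 coactivator peptide flagged inhibition of its binding to 0.6 uM TRb LBD; 1 uM T3 included, incubation 5 hr, ex 555/em 632 nm.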
TR SRC2 fluor cs: counter-screen for TRb-SRC2 inhibitors: fluorescence interference; TRb/SRC2 Texas Red total fluorescence interference; Potency, µM (top dose mostly 106 µM), for the others: at the highest dose fluorescence change, negative = quenching; actives 0.29% (n = 280,000); active = well fitted curve in either direction with a large enough effect; inconclusive = small, poorly fitted or top-dose-only effect
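Flags fluorescent or light-absorbing compounds by total fluorescence, S + 2P, at 555 nm excitation and 632 nm emission. Mixture: 20 nM Texas Red SRC2 peptide, 0.6 uM human TRb LBD, 1 uM T3, 5% DMSO; compound exposure 5 h at ambient temperature.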
* hit, by the source's call; i = inactive; ? = inconclusive; · = no result given; [ ] = another dose, or the depositor's remark. Unless noted, calls come from the whole dose curve; as a rule, active = well fitted curve in the direction sought with a large enough effect; inconclusive = small, poorly fitted or top-dose-only effect, or another doubt; inactive = no such curve, though single readings can be large; an effect the other way counts as inactive or inconclusive. Unless noted, % is set by controls: 0 for no effect and ±100 for the full control effect; potency is the fitted concentration of half-maximal effect. This is a subset, so the mix of outcomes need not match the whole.

smiles | GoLoco inh red | JMJD2E inh | Tau fibril FP | RECQ1 inh | L3MBTL1 inh | Tau fibril ThT | TRb SRC2 PPI | TR SRC2 fluor cs
O=C(CN1CCC(O)(c2ccc3c(c2)OCO3)CC1)N1CCOCC1 | -8% | -18% | 1% | -8% | · | -7% | -11% | -1%
COc1ccc(NC(=S)NC(NC(=O)/C=C/c2ccccc2)C(Cl)(Cl)Cl)cc1 (stereo not given) | 0% | 5% | -8% | i | 1% | 2% | 4% | -1%
Cc1cc(C)nc(CCNC(=O)c2cc(COc3c(F)cccc3F)on2)n1 | -1% | 3% | -3% | -1% | 0% | 0% | -8% | -4%
Cc1ccc(CSCCNC(=O)/C=C/c2ccccc2Cl)cc1 | -9% | -7% | -14% | -3% | 3% | 0% | 6% | -4%
CCOC(=O)C1=C(C)NC(=O)CC1c1ccccc1OC (stereo not given) | 7% | -5% | -7% | -4% | 6% | -7% | -2% | 0%
CCc1ccc(C(=O)COC(=O)C(NC(=O)C2CCC(C)CC2)C(C)C)cc1 (stereo not given) | · | · | 1% | · | · | -11% | -1% | -3%
CC1COC(Cn2c3ccccc3c3ccccc32)O1 (stereo not given) | 6% | -25% | -16% | -11% | 56%[activator] | -6% | 0% | -2%
C/C(=N\NC(=O)COc1ccc(C)cc1Br)c1cc([N+](=O)[O-])cs1 | 15% | -4% | 2% | i | 0% | ? | 1% | -2%
COc1ccccc1CNC(=O)c1ccc2c(c1)CCN2S(=O)(=O)c1ccccc1 | · | · | -6% | · | · | 4% | -6% | -2%
CC1(C)Cc2c(sc(NC(=O)C(C)(C)C)c2C#N)C(C)(C)N1 | 9% | 0% | 2% | i | -3% | 0% | 0% | 0%
Cn1c2ccccc2c2cc([N+](=O)[O-])ccc21 | 11% | 4% | ? | -3% | 3% | ? | 5% | -4%
Cc1cc(C)cc(N(C(=O)c2nsc(Cl)c2Cl)C(C(=O)NC2CCCC2)c2ccc(O)cc2)c1 (stereo not given) | -4% | -17% | 1% | -10% | -10% | -5% | -7% | -1%
N#C/C(=C/c1ccc(Cl)cc1Cl)c1nc2ccccc2c(=O)[nH]1 | · | · | 8% | · | · | 4% | -3% | -6%
CCOc1ccc(OCC)c(NC(=O)c2nnn(CC(=O)Nc3ccc(C)cc3C)c2N)c1 | · | · | -6% | · | · | 0% | 0% | 1%
O=C(CN(C(=O)c1ccc(Cl)cc1)N1C(=O)C2C3C=CC(C3)C2C1=O)c1cccs1 (stereo not given) | -3% | 0% | 3% | 29% | -17% | -1% | 1% | -1%
C/C(=N\NC(=O)c1ccc(CN2CCOCC2)cc1)c1cccc([N+](=O)[O-])c1 | 3% | 6% | -1% | -10% | 13% | ? | 4% | -2%
S=C(c1c[nH]c2ccccc12)N1CCOCC1 | -2% | -27% | -4% | -5% | -10% | -3% | -2% | -2%
CN(C)S(=O)(=O)c1ccc2c(c1)N(CC(=O)N1CCN(c3ccccc3F)CC1)CCS2 | · | · | 4% | · | · | -4% | -4% | ?
O=C(Cc1ccc(Br)cc1)NCCc1ccc(Cl)cc1Cl | -5% | 0% | 8% | -2% | 17% | -11% | 1% | 2%
Cc1cc(C)c(NC(=O)/C(C#N)=C/c2ccc(OCc3ccc(F)cc3)cc2)c(C)c1 | 1% | 6% | 4% | 8% | 3% | -14% | -8% | 0%
O=C1CN(C(=O)COc2ccc(Br)cc2)c2ccccc2N1 | 6% | -3% | -5% | -9% | -10% | -9% | -2% | 1%
CCOC(=O)c1c(S(=O)(=O)NCC(=O)N2CCN(c3cccc(Cl)c3)CC2)c(C)n(C)c1C | · | · | 1% | · | · | -3% | -23% | 0.35µM*[quencher]
Cc1ccc(C)c(NC(=O)CSc2nnc(-c3cc4occc4n3C)n2-c2ccccc2C)c1 | · | · | 5% | · | · | -1% | -2% | 4%
O=c1[nH]c(CSc2ccccn2)nc2c1oc1ccccc12 | 14% | 7% | -4% | i | 1% | -14% | 1% | 0%
Cc1cccc(NC(=O)C2(C)CC3c4ccccc4C2c2ccccc23)c1C (stereo not given) | -6% | -2% | -7% | -7% | 5% | -3% | -9% | 2%
CCOc1ccc(C(C)NC(=S)NCc2ccc(Cl)cc2)cc1 (stereo not given) | 21% | 3% | -8% | i | -1%[2.29 µM] | -1% | -3% | -1%
COc1ccc(CNC(=O)CCCn2nc(C)c3c(C)n(-c4ccc(C)cc4)nc3c2=O)cc1OC | · | · | -2% | · | · | -6% | 9% | 2%
O=C1C2C3C=CC(C3)C2C(=O)N1c1ccc(N2CCN(c3ccccn3)CC2)c([N+](=O)[O-])c1 (stereo not given) | 3% | 2% | ? | -4% | -20% | ? | 2% | -2%
COc1ccc(N2C(S)=C(C#N)C(=O)NC23CCCCC3)cc1 | 2% | 2% | ? | i | 5% | ? | 2%[53 µM] | 0%[53 µM]
Cc1nn(C)c2c1c(C(F)(F)F)cc(=O)n2C(C)C(=O)NCc1ccccc1Cl (stereo not given) | · | · | 5% | · | · | -12% | -21% | 316µM*[quencher]
O=C(NCc1ccc(F)cc1)c1ccccc1OCc1ccccc1 | 6% | -1% | 10% | -6% | 31%[activator] | ? | 1% | 0%
COc1ccc(CC(=O)n2nc(-c3ccc(Cl)cc3)nc2NCc2ccco2)cc1 | 1% | ? | -9% | -2% | -2% | 1% | -2% | -8%
CC1(C)Oc2ccc(C(=O)N3CCCC3)cc2N(CC(=O)NCc2ccccc2)C1=O | 14% | 2% | -4% | i | 5% | 6% | -6% | -1%
Cc1ccc(CS(=O)(=O)Cc2ccc(C(=O)NCC3CCCO3)o2)cc1 (stereo not given) | 7% | -3% | 11% | -10% | 0% | 2% | -10% | -2%
COc1ccc(-n2c(=O)c3c4c(sc3n(CC(=O)Nc3cc(C)[nH]n3)c2=O)CCC4)c(OC)c1 | 9% | 3% | -4% | -5% | · | -6% | 2% | 0%
CCCCNC(=O)C1CCN(S(=O)(=O)N2CCCCCC2)CC1 | 5% | -1% | -4% | 1% | 4% | -4% | -5% | 0%
CC1(C)Cc2c(c(N3CCCC3)nc3sc4c(N5CCN(CCO)CC5)ncnc4c23)CO1 | 18% | ? | 15% | -13% | -1% | ? | 4% | -3%
CCC(C)NC(=O)C1c2cc(OC)c(OC)cc2C(=O)N(C)C1c1ccc(OC)cc1 (stereo not given) | 7% | -2% | 0% | i | 16% | -2% | -3% | -4%
COc1ccccc1/C=C(/NC(=O)c1ccc(Cl)cc1Cl)C(=O)O | -8% | -5% | 1% | i | 2% | 3% | 0% | -1%
Cc1ccc(NC(=O)c2cnccn2)c(OC(F)F)c1 | 1% | 0% | -3% | -5% | -12% | -3% | -7% | -2%
CCc1cccc(NC(=O)c2cccc3c2C(=O)N(C2CCCCC2)C3)c1 | · | · | -8% | · | · | -13% | -7% | -1%
CC1CCCCN1CCCNC(=O)CN1C(=O)CSc2ccc(S(=O)(=O)N3CCOCC3)cc21 (stereo not given) | · | · | 1% | · | · | 0% | 3% | -2%
Cc1ccc2c(c1)-c1onc(C(=O)N3CCN(c4cc(C)ccc4C)CC3)c1CO2 | · | · | -18% | · | · | -5% | 4% | 2%
CNc1ccccc1C(C)(C)c1cc(-c2ccc(F)cc2)no1 | 1% | 3% | -14% | -17% | -6% | ? | -3% | -5%
CCc1noc(C)c1C(=O)N1CC(C)OC(C)C1 (stereo not given) | -2% | 1% | 6% | -8% | 0% | -10% | -9% | 0%
COC(=O)C[N+](C)(C)CC#Cc1ccccc1 | 4% | -12% | 0% | -10% | 6% | -2% | 6% | -1%
COc1ccc(Nc2nc(N/N=C/c3ccc(N(C)C)cc3)nc(C)c2[N+](=O)[O-])cc1 | 2% | -1% | 9% | 0% | ? | 3.2µM* | 0% | -1%
CCN(CC)S(=O)(=O)c1cccc(NC(=O)c2ccc(Sc3nncn3C)c([N+](=O)[O-])c2)c1 | -1% | 4% | ? | -6% | 4% | -16% | -5% | -3%
N=c1c2c3c(sc2ncn1CCCO)CCCC3 | -9% | -4% | 3% | -2% | · | -10% | -3% | -3%
O=C(O)C1(c2ccccc2)CCN(S(=O)(=O)c2cccs2)CC1 | 12% | -17% | -5% | -14% | 2% | -3% | 4% | 2%
CCN=C1SC(C(=O)Nc2ccccc2)CC(=O)N1CC (stereo not given) | -16% | 5% | 2% | -3% | · | -2% | 3% | 1%
COc1cccc([C@@H]2Oc3ccc(Br)cc3C[C@H]2OC(=O)NCCc2ccc(OC)c(OC)c2)c1 | -2% | 3% | 8% | i | · | -5% | 6% | -2%
CN(C)CCNC(=O)/C(=N\O)c1ccccn1 | 19% | -8% | 0% | i | -5% | -3% | 4% | -2%
COc1ccc(CC(=O)NNC(=S)NCC2CC2)cc1OC | 5% | -3% | -3% | -2% | · | · | -11% | 1%
CC(C)OCCCN1CN(S(=O)(=O)c2ccc(Cl)cc2)c2nc3ccccc3nc21 | 96%[activator] | ? | -1% | -14% | -5% | -4% | 0% | -2%
CN(CC(=O)Nc1ccc(SC(F)F)cc1)C1CCCCC1 | -7% | -8% | -6% | 4% | · | 0% | -4% | -1%
CCC(C)(C)NC(=O)C1CCN(S(=O)(=O)c2ccc3c(c2)CCCN3C(C)=O)CC1 | · | · | ? | · | · | -5% | 6% | -5%
O=C(COc1ccccc1)N1CCN(c2ncccn2)CC1 | 10% | ? | 4% | -11% | · | -16% | -5% | -1%
C/C(CC1CC(C)OC1=O)=N\NC(N)=S (stereo not given) | -13% | -4% | -1% | 0% | -6% | 8% | -3% | -3%

High-throughput results (PubChem)
